ERK EGF block = inhibitors of EGF-stimulated ERK signaling pathway; Potency, µM (highest dose often 11.5 µM), for inactives: top-dose activity change, negative = inhibition, hits mostly inhibitors; 130,000 compounds, 0.41% hits; HEK293-V1b, EGF-stimulated phospho-ERK AlphaScreen; active means well fitted inhibition curve with a large enough effect; inconclusive means small, poorly fitted or top-dose-only effect, or effect the other way;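 further: plate controls were stimulated vehicle wells for no effect and unstimulated vehicle basal for full effect; nearly all actives have a fitted effect of over 55% in size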
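After overnight plating in 1% FBS, HEK293-V1b cells received test compound for half an hour, then a 5 min pulse of EGF (25 nM); ERK phosphorylation in lysates was read by bead-based AlphaScreen.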
The depositor's hits bear a star; ? = inconclusive; [ ] = dose if it differs, or a comment. Potency means the concentration at half of the fitted maximal effect. A portion of the library; rates above refer to the full screens.

ERK EGF block,molecule
-4.9%,CN(Cc1ccccc1)C(=O)COC(=O)c1ccc(Cl)cc1N
-16.7%,COc1ccc(Nc2nc(C(=O)N3CCc4ccccc4C3)cs2)cc1
3.2%,COc1ccc(-c2cc(=O)[nH]c(=S)[nH]2)cc1
-2.0%,COc1ccc(OCC(=O)N/N=C/C2CC=CCC2)cc1 (centres undefined)
3.7%[57.5 µM],Cc1nc(/C(=N/O)C(N)=O)cs1
-3.5%,Cc1cccc2sc(NC(=O)C3=NN(c4ccccc4)C(=O)CC3)nc12
-7.5%,Cc1ccc(CSc2ccc(C(=O)N3CCOCC3)cc2[N+](=O)[O-])cc1
6.4%[57.5 µM],N#C/C(=C/C=C/c1ccccc1)C(=O)Nc1ccccc1
-8.1%[57.5 µM],CCOC(=O)c1cc(C#N)c(SC)nc1C
-2.1%[57.5 µM],COc1ccc(/C=N/NC(=O)c2cccnc2)c(C(=O)O)c1OC
0.1%,CN(c1ccccc1)P(=O)(N(C)c1ccccc1)N(C)c1ccccc1
-3.0%[57.5 µM],CC1(C)C2CCC1(CS(=O)(=O)N1CCC(C(=O)O)CC1)C(=O)C2 (centres undefined)
7.9%,O=C(Nc1nnc(-c2ccco2)o1)c1cccc(Cl)c1
-11.6%,O=C(CCCOc1ccc(Cl)cc1Cl)Nc1ccccn1
11.5%,CC1CCN(C(=S)Nc2cccc(S(=O)(=O)N(C)C)c2)CC1
-5.0%,Cc1ccc(NC(=O)CCC(=O)NNC(=O)COc2ccccc2)c(C)c1

Continued, overlapping the part above by four compounds.
ERK EGF block,molecule
7.9%,O=C(Nc1nnc(-c2ccco2)o1)c1cccc(Cl)c1
-11.6%,O=C(CCCOc1ccc(Cl)cc1Cl)Nc1ccccn1
11.5%,CC1CCN(C(=S)Nc2cccc(S(=O)(=O)N(C)C)c2)CC1
-5.0%,Cc1ccc(NC(=O)CCC(=O)NNC(=O)COc2ccccc2)c(C)c1
-5.0%,COc1cccc([C@@H]2Oc3ccc(Br)cc3C[C@H]2OC(=O)NS(=O)(=O)c2ccc(C)cc2)c1
-16.6%,COc1ccc(-c2ccc(CCC(=O)O)n2NC(=O)c2cccs2)cc1
-9.4%,COc1ccc(C(=O)N2CCC3(CCN(Cc4cc(C(F)(F)F)cc(C(F)(F)F)c4)CC3)CC2)cc1
9.3%,CCCCn1c(N)c(N(CCOC)C(=O)COc2ccc(Cl)cc2)c(=O)[nH]c1=O
7.1%,COCCN(CCOC)S(=O)(=O)c1ccc(C(=O)Nc2nc(-c3ccccc3)c(C(=O)c3ccccc3)s2)cc1
-13.8%,Cc1ccccc1NC(=O)CCC(=O)OCC(=O)c1cccc([N+](=O)[O-])c1
7.1%,Cc1cccc(CSCCNC(=O)Nc2ccccc2)c1
-14.8%,O=c1cc(-c2ccccc2)oc2c1ccc1ccccc12
-4.1%,COC(=O)C(CC(C)C)NC(=O)C(Cc1ccccc1)NC(=O)C1CCCN1C(=O)OC(C)(C)C (centres undefined)
-9.1%,Cc1oc(-c2cccc(Cl)c2)nc1CN(C)C1CCOC1 (centres undefined)
3.6%,Oc1ccc(Cl)cc1C1=Nc2ccccc2N=C(c2ccco2)C1
-0.1%,COc1cc(C2NC(=O)CS2)cc(OC)c1OC (centres undefined)
7.5%[57.5 µM],Cc1cc(=O)n2[nH]c(-c3ccc(C(C)(C)C)cc3)cc2n1
-4.2%,C=CCN1CCc2cc(O)c(O)cc2[C@H](c2ccccc2)C1
-15.4%,Cc1ccc(S(=O)(=O)N(CC(=O)NCCSCc2ccco2)c2ccc(F)cc2)cc1
14.6%,O=C(COC(=O)CNS(=O)(=O)/C=C/c1ccccc1)Nc1cccc2ccccc12
3.5%,Cc1nc2ccc([N+](=O)[O-])cc2nc1C
-7.2%,Cc1cc(/C=C2/SC(=O)NC2=O)c(C)n1-c1ccc(N2CCOCC2)cc1
15.5%[57.5 µM],O=C(N/N=C/c1cc(Cl)cc([N+](=O)[O-])c1O)C1CC1
4.2%[57.5 µM],CCO[C@@H]1OC(C(=O)O)=C[C@H](C)[C@H]1CCCO
?,O=C(O)/C=C/c1nc(-c2ccccc2)n2ccccc12
5.5%,CN=C1S/C(=C\c2cn(CC(=O)OC)c3ccccc23)C(=O)N1C
2.1%,CCOC(=O)C1CCN(C(=O)COC(=O)COc2ccc(Cl)cc2)CC1
0.6%,O=c1ccc(NS(=O)(=O)c2ccccc2Cl)cn1Cc1ccc(Cl)c(Cl)c1
-2.6%,CC(C)Cn1nc(C(=O)OCC(=O)NCC(F)(F)F)c2ccccc2c1=O
2.2%,CCOc1c(Br)cc(/C=C2\C(=O)N(CCC#N)N=C2C)cc1OC
2.7%,O=C(CSc1nc2ccccc2n1CC(=O)N1CCCC1)N1CCN(C(=O)c2ccco2)CC1
-2.5%,O=c1[nH]c2ccc(S(=O)(=O)NCCO)cc2[nH]1
18.8%,CCc1nnc(NC(=O)C2(C)COC(c3ccc(OC)cc3)OC2)s1 (centres undefined)
13.4%,Cc1ccnc(NC(=O)Nc2ccc3c(c2)N(C)C(=O)CS3)c1
?,Cc1cc(C)c(C#N)c(SCc2ccccc2)n1
-4.2%,Cc1cccc(-n2cc(-c3ccccc3)c3c(NN4CCOCC4)ncnc32)c1
-0.5%,CC(C)C(=O)OC/C(O)=C(\C#N)c1nc2ccccc2[nH]1
-7.3%,CC(=O)N1CCCN(Cc2cn(-c3ccc(C)cc3)nc2-c2ccc(F)cc2)CC1
1.0%,N#Cc1c(-c2ccccc2Cl)cc(-c2ccccc2)[nH]c1=S
?,CC(C)CCNC(=O)Cc1ccc(Nc2nc(=S)[nH]c3ccccc23)cc1
-5.3%,CC1=N/C(=C\c2ccc(OC(C)C)cc2)C(=O)N1c1ccc(C(=O)O)cc1
1.9%,COc1ccc2c(c1)O[C@@H](c1ccc3c(c1)OCO3)[C@H](OC(=O)NCc1ccc3c(c1)OCO3)C2=O
4.0%,O=[N+]([O-])c1nn(-c2ccc(Cl)cc2)n(O)c1=NCc1ccccc1
-9.9%,N#Cc1ccc(CSc2nnc(NC(=O)C3CC(=O)N(c4ccc5c(c4)OCCO5)C3)s2)cc1 (centres undefined)
-10.9%,COc1cccc(CNC(=S)NC2CC2)c1
-6.7%[57.5 µM],CSc1n[nH]c(=O)n1C1CCCCC1
-3.2%,Cc1cc(NC(=O)CSc2ccc(-c3cccc([N+](=O)[O-])c3)nn2)no1
-5.7%,COc1ccc(CNCCNC(=O)c2cccs2)c(OC)c1OC
-7.4%,CCOc1ccc(N2CC(C(=O)NCCc3ccc(OC)c(OC)c3)CC2=O)cc1 (centres undefined)
?,Cc1c(-c2nc(-c3cccnc3)no2)cccc1[N+](=O)[O-]
-2.9%,CN(c1ccccc1)S(=O)(=O)c1cc(Cl)ccc1Cl
-2.1%,CCN(CC)CCNC(=S)Nc1ccc(F)cc1
14.4%[57.5 µM],Cc1nc(-c2ccccc2)nc2sc(C(=O)c3ccc(F)cc3)c(N)c12
?,CCOC(=O)c1c(-c2ccccc2)csc1NC(=O)CSc1nc(N)cc(N)n1
-6.8%,CCOC(=O)Cc1csc(NC(=O)C(C)Oc2ccc3c(C)cc(=O)oc3c2)n1 (centres undefined)
-1.0%,CCN(CC)S(=O)(=O)c1ccc(NC(=O)Cc2cccs2)cc1
6.0%,O=C(NCc1ccc(F)cc1)c1c2c(nc3ccccc13)CCN(Cc1ccccc1)C2
-16.9%,CCCn1c(=O)c(C(=O)NNS(=O)(=O)c2ccc(C)cc2)c(O)c2ccccc21
-14.2%[57.5 µM],CN(C)S(=O)(=O)c1ccc(C(=O)NCC(C)(C)N2CCOCC2)cc1
2.5%,O=C(COC(=O)CNC(=O)c1cccc([N+](=O)[O-])c1)Nc1nc2ccccc2s1

Exported with each value named: part of the list above
O=C(NCc1ccc(F)cc1)c1c2c(nc3ccccc13)CCN(Cc1ccccc1)C2
  ERK EGF block: 6.0%

CCCn1c(=O)c(C(=O)NNS(=O)(=O)c2ccc(C)cc2)c(O)c2ccccc21
  ERK EGF block: -16.9%

CN(C)S(=O)(=O)c1ccc(C(=O)NCC(C)(C)N2CCOCC2)cc1
  ERK EGF block: -14.2%[57.5 µM]

O=C(COC(=O)CNC(=O)c1cccc([N+](=O)[O-])c1)Nc1nc2ccccc2s1
  ERK EGF block: 2.5%

(more compounds)
ERK EGF block,molecule
-9.7%,Cc1c(C(=O)C(=O)NCCCn2ccnc2)c2ccccc2n1C
0.3%,O=C(NC(=S)N1CCN(c2ccc(Cl)cc2[N+](=O)[O-])CC1)c1ccco1
0.1%,N/C(=N\OS(=O)(=O)c1ccccc1)c1cccnc1
-9.9%,CCc1ccccc1NC(=O)CSc1nc2n[nH]c(C)c2c(=N)n1-c1cccc(OC)c1
1.3%,COc1ccc(OCC(=O)NNC(=O)c2cccc(C)c2)cc1
1.0%,O=C(Nc1nccs1)[C@@H]1CCCN1C(=O)c1cccs1
-0.4%,Cc1cccc(NC(=S)NCc2ccc3[nH]c4c(c3c2)CCCC4)c1
-8.9%[57.5 µM],CC(C)NC(=O)N1CCCN(c2nc3ccc(Cl)cc3s2)CC1
-5.2%,CCn1c(COc2ccccc2C)nc2ccccc21
10.1%,CCCCCCCCCCCCCCCCCCNC(=O)OCC(COP(=O)([O-])OCC[n+]1ccsc1)OC (centres undefined)
10.0%,O=C(CSc1nnc(NC(=O)c2ccc(S(=O)(=O)N3CCOCC3)cc2)s1)Nc1ccccc1C(F)(F)F
0.1%,Cc1nn(-c2ccccc2)c(N2CCCC2)c1/C=N/NC(=S)Nc1ccccc1C(F)(F)F
-3.1%[57.5 µM],O=C(c1ccccc1-n1cccn1)N1CCc2c([nH]c3ccccc23)C1c1ccccn1 (centres undefined)
2.0%,COc1ccc(/C=C(/C#N)C(=O)Nc2cccnc2)cc1OC
-2.4%,CC(=O)Nc1ccc(NC(=O)CSc2nnc(COc3ccccc3C)n2CC2CCCO2)cc1 (centres undefined)
3.7%,Cc1nn(-c2ccc([N+](=O)[O-])cc2)c2c1C(c1ccc(OC(F)F)cc1)N1C(=N2)C(=O)Nc2ccccc21 (centres undefined)
5.7%,O=C(Nn1c(-c2ccc(Br)cc2)nc2ccccc2c1=O)c1ccncc1
2.0%,Cc1cc(Cl)ccc1OCC(=O)OCC(=O)Nc1ccc(F)c([N+](=O)[O-])c1
11.5%,CCOc1cc(NC(=S)NCCc2ccccc2)c(OCC)cc1NC(C)=O
-3.1%,COc1cccc(CN2CCN(C3CCN(c4ccccc4F)CC3)CC2CCO)c1 (centres undefined)
1.5%,O=[N+]([O-])c1cc(S(=O)(=O)N2CCCC2)ccc1N/N=C/c1cccnc1
-14.9%[57.5 µM],S=C(c1ccc(-c2ccc(Cl)cc2Cl)o1)N1CCCC1
-2.4%,Cc1cc(Cl)ccc1OCCCC(=O)NCc1ccccn1
-1.7%,COc1ccc(CCNC(=O)COC(=O)Cn2cnc3ccccc32)cc1OC
2.7%,CCc1cc(CNC(=O)CCc2nnc(CCCc3ccccc3)o2)on1
6.4%[57.5 µM],N#Cc1cccnc1Oc1ccccc1
4.7%,COc1ccccc1NC(=O)Nc1nc(-c2cccnc2)nc2ccccc12
?,N#C/C(=C\c1ccc(-c2ccc([N+](=O)[O-])cc2Br)o1)C(=O)N1CCN(c2ccccc2)CC1
5.4%,C/C(=N\NC(=O)c1cccnc1)c1ccc(-n2ccnc2)cc1
-7.1%[57.5 µM],CC1(C)CC2=C(CO1)C(=S)NC(c1ccccc1)N2CC1CCCO1 (centres undefined)
-10.7%,Cc1ccc(NC(=O)CCC(=O)NNC(=O)/C=C/C(=O)O)c(C)c1
29.1%,CCCC(NC(=O)c1c(C)noc1C)C12CC3CC(CC(C3)C1)C2 (centres undefined)
12.7%,O=C(Nc1ccccc1)c1ccc(NCC2CCCO2)c(S(=O)(=O)N2CCOCC2)c1 (centres undefined)
0.5%,CC(C)CN(C(=O)CCc1ccccc1)c1c(N)n(CC(C)C)c(=O)[nH]c1=O
7.3%,O=C(O)c1ccc(N=NN2CCCCCC2)cc1
4.6%,COc1ccc(CC(=O)NNC(=O)CCc2ccccc2)cc1
-7.7%,NCCNc1ccc([N+](=O)[O-])c(Sc2nc3ccccc3[nH]2)c1
-4.3%,O=C(NCC(=O)N(c1cccnc1)C(C(=O)NC1CCCC1)c1ccccc1)c1ccco1 (centres undefined)
0.5%[57.5 µM],O=C1CSC(c2ccccc2F)N1 (centres undefined)
-1.8%,Cc1nc2ccccn2c1C(=O)NC1CCCc2ccccc21 (centres undefined)

Arranged by formula weight (smallest number first): part of the list above.
ERK EGF block,molecule
4.6%,COc1ccc(CC(=O)NNC(=O)CCc2ccccc2)cc1
0.5%,CC(C)CN(C(=O)CCc1ccccc1)c1c(N)n(CC(C)C)c(=O)[nH]c1=O
12.7%,O=C(Nc1ccccc1)c1ccc(NCC2CCCO2)c(S(=O)(=O)N2CCOCC2)c1 (centres undefined)

Remaining list, next part:
ERK EGF block,molecule
0.3%,Cc1ccccc1NC(=O)Cc1nc(CCl)cs1
13.6%[57.5 µM],CCN1C/C(=N\S(=O)(=O)/N=C2\CN(CC)C(=O)N2CC)N(CC)C1=O
13.2%,O=C(NCCO)c1cccc2c1C(=O)c1ccccc1-2
3.1%,C=C1C2CC[C@@]3(C)C(c4ccoc4)OC(=O)C[C@@]13OC1CC(=O)C(C)(C)C(CC(=O)OC)[C@]12C (some centres undefined)
0.3%[57.5 µM],C=CC(COCc1ccccc1)N(Cc1ccc(OC)cc1)S(=O)(=O)c1ccccc1Br (centres undefined)
-5.0%[57.5 µM],Cc1ccc(OCC(=O)N/N=C/c2ccncc2)cc1C
2.3%,CC(NC(=S)NCCN1CCOCC1)C12CC3CC(CC(C3)C1)C2 (centres undefined)
-3.3%,COc1cccc(NC(=O)CN(C)C(C)C(=O)Nc2cc([N+](=O)[O-])ccc2Cl)c1 (centres undefined)
?,COc1ccc(/C=N/NC(=O)Cn2nnc3ccccc32)cc1OC

Screening results: PubChem, National Center for Advancing Translational Sciences (NCATS)
